Shn3 inh set2 – inhibitors of Schnurri-3 3'UTR reporter in osteoblasts; Clone20 osteoblast Shn3 3'UTR firefly luciferase, 24 h; inhibition, % at 12.5 µM; 360,000 compounds, 0.52% hits;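 active = mean inhibition of at least 75% with every replicate also reaching 75%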;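 note: 0% = median of neutral control wells and 100% = pilot-screen positive control compound; some compounds past the cut are filed as inactive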
iPSC survival up – hiPSC single-cell survival enhancement; ATPlite luminescence; 100% = ROCK inhibitor wells, 0% = DMSO; survival enhancement, % at 20 µM; 360,000 compounds, 0.044% hits; in the data active = survival enhancement above about 18%;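 note: cells exposed to compounds for 16 hours before the ATP read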
KKLEB tox – counter-screen for CF NF-kB inhibitors: cytotoxicity. KKLEB CF airway cells viability, ATPlite luminescence, overnight; stronger effect = lower value; cells stimulated with P. aeruginosa culture filtrate. activity change (cytotoxicity), % at 5 µM. 360,000 compounds, 0.36% hits;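 active = corrected activity change at or below -50% at 5 µM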
NR2E3 ag-1 – activates human NR2E3 receptor | inhibition of corepressor binding, % at 3.98 µM | Q9Y5X4 | CHO-S Gal4-NCOR/VP16-NR2E3 two-hybrid, luciferase | AID 602229 | 360,000 compounds, 0.35% hits;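 active = inhibition above the mean of all tested compounds plus 3 SD, cut at about 70% in these data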;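 note: 0% = DMSO with NR2E3 transfected cells and 100% = cells lacking NR2E3 construct; higher means lower luciferase signal from less NR2E3 corepressor binding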
Target sequence (Q9Y5X4 whole entry, looked up, the tested form may be a part): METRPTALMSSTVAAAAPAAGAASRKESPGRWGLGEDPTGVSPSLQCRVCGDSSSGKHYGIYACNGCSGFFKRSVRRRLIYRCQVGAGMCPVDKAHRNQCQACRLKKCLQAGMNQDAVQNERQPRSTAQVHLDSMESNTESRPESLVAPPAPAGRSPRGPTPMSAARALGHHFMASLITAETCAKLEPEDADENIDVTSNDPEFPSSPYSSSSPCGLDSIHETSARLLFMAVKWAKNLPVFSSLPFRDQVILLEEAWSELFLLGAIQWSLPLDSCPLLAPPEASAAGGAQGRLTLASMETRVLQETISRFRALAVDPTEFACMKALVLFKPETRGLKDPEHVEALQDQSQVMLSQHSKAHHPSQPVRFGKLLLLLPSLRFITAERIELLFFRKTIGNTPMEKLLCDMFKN
TRAIL sens C8 – caspase-8 TRAIL sensitization. NB7+C8 cells + TRAIL, ATPlite viability luminescence. inhibition (viability loss, TRAIL sensitization), % at 10 µM. 360,000 compounds, 1% hits;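 active = compounds causing at least 50% loss of cell viability in the single-dose screen, relative to plate controls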
HIF-2a inh – HIF-2a inhibition; 786-0 RCC cells HIF-2a reporter, luciferase luminescence, overnight; inhibition, % at 18.8 µM; 360,000 compounds, 0.72% hits;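 active = inhibition of the luminescence signal of 40% or more relative to plate controls, in a single-dose primary screen at 18.75 µM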
EBV LMP1 NFkB – Epstein-Barr LMP1 NF-kappaB reporter inhibition; 350,000 compounds, 0.69% hits; LMP1-induced NF-kappaB luciferase reporter cells, luminescence; AID 504558; inhibition, % at 12.5 µM; in the data active = inhibition above about 41%;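 note: 0% = neutral control wells and 100% = reference inhibitor control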
CF NFkB block – inhibitors of cystic fibrosis induced NF-kB | AID 588850 | inhibition, % at 5 µM | KKLEB NF-kB-GFP reporter, PAF-induced, GFP fluorescence overnight | 360,000 compounds, 0.86% hits;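 active = at least 50% inhibition at 5 µM, scaled per plate between neutral and stimulator controls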;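 note: PAF is a Pseudomonas aeruginosa culture filtrate used as stimulus; plate controls were PAF-stimulated DMSO wells for no effect and unstimulated DMSO wells for full effect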
MITF TRPM1 inh – reduces MITF-dependent TRPM1 promoter luciferase signal. 330,000 compounds, 0.83% hits. inhibition, % at 12.5 µM. SK-MEL-5 TRPM1 promoter luciferase, 24 h. AID 488899;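 active = mean inhibition across replicates of 60% or more, whatever share of single replicates reaches that level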; note: values of inactives mirror those of a sister screen read the other way
Peg3 prom inh – Peg3 promoter activity inhibition; HeLa PEG-Prom luciferase reporter, luminescence, overnight; inhibition, % at 20 µM; 360,000 compounds, 1.7% hits; AID 588405;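 active = inhibition of at least 50% at 20 µM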
NR2E3 ag-2 – activates human photoreceptor nuclear receptor NR2E3; GST-NR2E3/biotin-RetCOR TR-FRET, 1536-well; inhibition of corepressor binding, % at 4.78 µM; 320,000 compounds, 0.12% hits; AID 2300;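 active = percent inhibition above the cutoff of mean plus 3 SD of all tested compounds, set per screening campaign, cut at about 20% in these data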;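 note: 0% = DMSO wells and 100% = biotin wells as full block of FRET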
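system = GST-tagged NR2E3 plus biotinylated RetCOR corepressor | input = 1.35 nM GST-NR2E3 | also added = 7 nM biotin-RetCOR | schedule = 5 h incubation at 4 °C | measured by = TR-FRET with europium anti-GST and streptavidin-D2, 340 nm excitation | read-out = percent loss of FRET ratio relative to control wells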
An asterisk follows results filed as active; nt = no result given. These rows are one share of the data; rates above refer to the full screens.

smiles	Shn3 inh set2	iPSC survival up	KKLEB tox	NR2E3 ag-1	TRAIL sens C8	HIF-2a inh	EBV LMP1 NFkB	CF NFkB block	MITF TRPM1 inh	Peg3 prom inh	NR2E3 ag-2
Cc1c(Cl)cccc1NC(=O)C1CC2CCC1C2 (configuration not stated)	22.9	0.1	-8.3	-21.5	-1.2	7.3	nt	11.8	nt	-4.4	2.1
CCOC(=O)c1ccc(CSC(=N)N)o1	-57.6	-0.2	7.0	3.2	-7.1	-7.9	-33.1	3.8	5.5	-13.4	3.1
CCC(C)NC(=O)c1ccc(NC(=O)CC2SC(N3CCCC3)=NC2=O)cc1 (configuration not stated)	-73.5	-0.1	-12.6	-6.5	-6.0	6.4	1.0	2.0	-5.7	-2.0	3.3
CC(C)(C)c1ccc(OCC(=O)Nc2ccncc2)cc1	11.5	-0.7	4.8	-14.6	5.1	-3.1	8.6	-3.6	-1.8	10.1	3.4
CC(C)c1ccc(NC(=O)C2CCC(CNC(=O)[C@@H]3Cc4ccccc4CN3)CC2)cc1 (some centres not stated)	14.5	-0.2	2.7	-33.4	15.4	-18.7	-3.8	4.8	-1.8	0.6	0.9
COc1cccc(NS(=O)(=O)c2ccc(C)c(C(=O)N3CCCCC3)c2)c1	-6.6	0.1	13.1	1.0	-10.5	10.9	-43.9	-8.3	-5.2	14.3	2.0
COC(=O)C1=CN(Cc2cccs2)C=C(C(=O)OC)C1c1cccc(O)c1	14.4	1.8	5.2	-9.5	-7.7	16.7	-1.7	-11.1	1.7	12.2	4.0
CC(=O)c1ccc(NC(=O)c2ccc3snnc3c2)cc1	-82.1	-0.2	1.0	-105.3	5.2	-237.0	-11.1	3.8	-84.3	-270.7	1.8

Full records from above. Order of screens: Shn3 inh set2	iPSC survival up	KKLEB tox	NR2E3 ag-1	TRAIL sens C8	HIF-2a inh	EBV LMP1 NFkB	CF NFkB block	MITF TRPM1 inh	Peg3 prom inh	NR2E3 ag-2
Results for COC(=O)C1=CN(Cc2cccs2)C=C(C(=O)OC)C1c1cccc(O)c1 → 14.4	1.8	5.2	-9.5	-7.7	16.7	-1.7	-11.1	1.7	12.2	4.0
Results for CC(=O)c1ccc(NC(=O)c2ccc3snnc3c2)cc1 → -82.1	-0.2	1.0	-105.3	5.2	-237.0	-11.1	3.8	-84.3	-270.7	1.8
Results for CC(C)(C)c1ccc(OCC(=O)Nc2ccncc2)cc1 → 11.5	-0.7	4.8	-14.6	5.1	-3.1	8.6	-3.6	-1.8	10.1	3.4

The list continues.
smiles	Shn3 inh set2	iPSC survival up	KKLEB tox	NR2E3 ag-1	TRAIL sens C8	HIF-2a inh	EBV LMP1 NFkB	CF NFkB block	MITF TRPM1 inh	Peg3 prom inh	NR2E3 ag-2
CCCn1c(SCC(=O)N2CCCc3ccccc32)nc2c1c(=O)n(C)c(=O)n2C	10.1	1.8	5.0	-6.5	2.1	13.8	4.6	10.3	-5.8	13.2	-1.2
CC(=O)c1cccc(NS(=O)(=O)c2ccc3c(c2)N(C(C)=O)CCO3)c1	3.6	0.2	-16.3	2.9	16.4	6.2	3.5	-7.0	-6.7	4.9	-1.5
COc1ccc(Br)c(C(=O)NCCC(C)C)c1	-18.0	-1.3	9.1	-6.3	-9.7	6.9	-0.3	-9.3	0.4	-1.5	3.0
CCOC(=O)N1CCN(C(=O)c2cc3c(-c4ccc(Cl)cc4)nn(C)c3s2)CC1	73.3	0.7	6.6	13.5	11.8	16.7	6.1	-37.4	47.5	31.7	-0.7
CCCNC(=O)c1onc(CSc2ccc(Cl)cc2)c1C(=O)NCCC(C)C	-20.2	3.5	-12.6	5.4	-5.7	15.5	-7.8	6.9	-4.2	24.0	2.8
CCN(CC)CCN1C(=O)C(=O)/C(=C(/O)c2ccc(OC(C)C)cc2)C1c1cccs1 (configuration not stated)	-17.8	-0.3	-8.0	-32.4	-0.6	-117.5	-20.4	24.9	-17.2	-88.2	-0.3
CCOC(=O)c1ccc(NC(=O)CC2SCCNC2=O)cc1 (configuration not stated)	-136.1	-2.0	-17.0	-92.0	-10.9	-167.7	-11.8	8.4	-51.6	-155.8	3.1
Cc1ccccc1NC(=O)CSCC(=O)Nc1ccccc1C	-10.4	-0.2	14.8	-4.0	-21.5	14.1	8.5	-13.1	4.9	2.1	1.5
COc1ccc(-c2csc(NC(C)c3nc4cc(Cl)c(N5CCCCC5)cc4n3CCCO)n2)cc1 (configuration not stated)	12.3	1.2	-4.1	33.8	5.8	20.8	0.4	8.7	4.8	26.2	1.8
Cc1cccc(-c2ncc(CN3CCCC(CO)(Cc4cccc(Cl)c4)C3)cn2)c1 (configuration not stated)	-11.7	-0.6	-17.5	-50.3	0.2	-0.7	-5.9	2.3	5.1	14.9	2.5
CC(=O)Nc1cccc(NC(=O)C2CCCO2)c1 (configuration not stated)	3.6	1.6	1.4	-11.7	-16.1	6.6	8.4	1.6	nt	-5.7	nt
O=c1[nH][nH]c(=O)n1-c1ccccc1	-7.8	-0.4	-1.0	10.2	22.9	11.6	4.5	-2.0	2.1	0.2	-1.6
CCOC(=O)c1c(NC(=O)CSc2nc3cc(Cl)ccc3c(=O)n2Cc2ccco2)sc(C(=O)N(C)C)c1C	44.2	-0.9	-1.7	13.3	15.2	-9.2	7.7	5.1	7.9	34.3	4.3
CC(=O)N1CCN(c2nnc(-c3ccccc3)c3ccccc23)CC1	-8.0	0.1	3.1	-1.2	3.4	17.6	nt	11.0	-10.4	7.6	-2.4
O=C(NC(=S)N(CCO)Cc1ccccc1)c1ccc(F)cc1Cl	11.0	1.5	-9.8	-1.4	-10.0	14.8	-2.4	5.3	1.0	-0.8	-1.1
COc1ccc(CCNC2=NCC(C)S2)cc1 (configuration not stated)	-14.9	1.0	-5.4	-19.0	4.0	-7.2	-0.5	2.3	-6.9	-1.6	1.1
CCn1c(C)cc(/C=C2\SC(=O)N(CC(=O)Nc3ccc(C)c(C)c3)C2=O)c1C	6.8	-0.8	2.2	16.7	1.0	11.3	-5.1	-8.7	-2.3	12.0	-1.7
Cc1ccc(S(=O)(=O)N2[C@@H](c3cccc(Cl)c3)C(C(=O)O)=CC[C@H]2c2ccc(Cl)cc2)cc1	4.9	4.2	20.7	11.2	9.9	22.0	1.2	29.2	7.0	15.7	-0.3
O=C(N/N=C/c1ccc(Cl)cc1Cl)Nc1ccccc1	-54.4	0.3	-32.3	-75.2	9.7	-132.8	0.4	13.0	-57.4	-78.2	-0.4
C/C(=N/NC(=O)CN1CCN(S(=O)(=O)c2ccc(C)cc2)CC1)c1cccc(O)c1	6.9	-0.5	8.4	-4.5	15.7	12.1	9.4	-12.3	-8.6	-2.9	1.7
O=C(Cc1ccccc1)Nc1ccc(S(=O)(=O)N2CCCC2)cc1	-4.6	0.1	0.4	-14.7	11.6	-2.8	-8.3	1.7	-2.3	-8.7	nt
COc1ccc(CNC(=O)COC(=O)c2cc(C)nc3ccccc23)cc1	-0.1	0.8	-8.2	-7.8	1.9	8.1	6.4	1.8	1.7	-11.9	nt
COc1cc(C(=O)NCCCc2ccccc2)cc(OC)c1OC	-16.7	-0.4	2.5	-0.7	-9.3	5.3	1.8	-10.9	23.3	5.6	2.1
CCCCn1c(N)c(N(CCOC)C(=O)c2ccc(COc3ccccc3)o2)c(=O)[nH]c1=O	-9.6	-0.3	10.3	-24.6	-7.1	12.7	4.1	-21.5	-4.0	1.2	-1.6
COc1ccc(C(=O)NCc2nnc(SCC(=O)Nc3cc(Cl)ccc3OC)o2)cc1	16.9	-0.4	-3.7	-25.7	8.0	8.6	7.0	-5.5	7.2	-2.9	2.8
Cc1c(NC(=O)c2ccccc2)cccc1[N+](=O)[O-]	-11.0	3.8	5.9	13.2	-7.2	14.7	0.5	-11.8	-10.5	7.3	1.5
CN(C)c1ccc(NC(=O)/C=C/c2c(Cl)cccc2Cl)cc1	-86.5	-2.8	6.2	-73.2	43.9	-223.6	-4.4	-16.3	-14.2	-182.4	-2.8
CN1C(=O)CSc2ccc(NC(=O)N3CCc4ccccc43)cc21	-48.5	-0.6	-9.7	-74.2	47.7	-406.6	-34.4	-33.0	-69.6	-282.9	-1.6
COc1cccc2sc(Nc3nnc(-c4ccccc4Cl)o3)nc12	12.8	0.1	-20.0	18.2	16.5	-140.1	10.1	28.9	39.8	-36.2	4.7
COc1cc(/C=C/c2nc3ccccc3c(=O)[nH]2)cc(Br)c1O	-15.0	-0.5	5.4	-7.9	-3.4	-35.1	-1.8	8.8	-16.4	-42.0	5.5
COc1ccc(C2CC(=O)C(C3NCCc4ccccc43)=C(O)C2n2cncn2)cc1 (configuration not stated)	10.5	-0.5	4.3	-17.7	-6.5	20.8	2.0	3.1	-0.5	-3.7	-0.1
COCCSc1ccccc1C(=O)NCc1ccc(S(N)(=O)=O)cc1	13.4	0.0	-2.1	-6.4	4.2	19.1	2.1	3.7	5.0	12.6	9.2
O=C(CN1C(=O)NC2(CCCCC2)C1=O)Nc1ccc(F)cc1	-12.8	-0.3	6.3	-24.5	3.0	13.5	-10.2	5.1	-2.1	2.9	2.5
CCCc1cc(=O)[nH]c(SCC(=O)Nc2nonc2N)n1	6.7	-2.2	-6.5	-13.6	-21.5	9.6	-2.4	7.7	8.0	-30.2	-0.8
O=C(O)CCS(=O)(=O)Cc1ccccc1F	-8.2	-2.8	-9.6	2.5	5.1	10.9	-2.7	-8.5	-4.9	-8.2	2.3
COc1cc(OC)cc(C(=O)N(CN2CCCC2=O)c2ccccc2OC)c1	-1.5	-1.7	5.6	-2.1	-18.2	19.2	-3.7	-4.9	11.0	-3.4	0.8

Screens (PubChem)
